PABP1 MLLE inh = blocks PAM2 peptide binding to the PABP1 MLLE domain; P11940; GST-MLLE / FITC-PAM2 fluorescence polarization; 360,000 compounds, 0.36% hits; inhibition, % at 20 µM; in the data active means inhibition above about 35%, passing the limit was not always enough;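 further: plate controls were DMSO wells with GST-MLLE for no effect and wells lacking GST-MLLE protein for full effect; some results filed as inactive read as strong as hits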
FAS TE block = inhibitors of human fatty acid synthase thioesterase domain; P49327; recombinant FAS-TE, OMFH fluorogenic substrate, fluorescence endpoint; inhibition, % at 15 µM; 360,000 compounds, 0.67% hits;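 active means compounds whose normalised, plate-corrected inhibition of enzyme fluorescence in the single-dose primary screen is 50% or more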;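 further: 0% = DMSO with enzyme and 100% = substrate without enzyme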
eLon inh = E. coli protease La inhibition. inhibition, % at 7.94 µM. 360,000 compounds, 0.42% hits. P0A9M0. purified E. coli Lon protease, fluorescence polarization. AID 602123; in the data active means inhibition above about 13%, passing the limit was not always enough;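 further: 0% = enzyme with probe and DMSO and 100% = no enzyme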
MsrA act = activators of bovine methionine sulfoxide reductase A; purified bovine MsrA, absorbance read-out; activation, % at 10.6 µM; 360,000 compounds, 0.3% hits; AID 602163; in the data active means activation above about 7.5%;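 further: 0% = vehicle and 100% = reference activator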
CSN inh = inhibitors of human CSN-mediated cullin deneddylation | Q92905 | Purified CSN, SCF-Nedd8-OG deneddylation, fluorescence polarization | inhibition, % at 12.5 µM | 360,000 compounds, 0.38% hits;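 active means pattern-corrected inhibition above about 35%, with an unprinted fluorescence ratio check between 0.5 and 1.5, limit read from the data, passing the limit was not always enough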;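 further: 0% = enzyme with substrate and 100% = substrate without enzyme; some results filed as inactive read as strong as hits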
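Material: purified human Csn5 enzyme expressed in HEK293T cells / Medium: Tris buffer pH 7.5, NaCl, DTT, Tween-20, trehalose, ovalbumin / Compound dosing: 12.5 µM single point / Schedule: 90 min incubation of compound, enzyme and substrate at room temperature / Signal: fluorescence polarization of the substrate / Control set: no-enzyme wells high, enzyme-with-substrate wells low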
Rpn11 inh = Rpn11 (human) deubiquitinase inhibition; human 26S proteasome, Ub4-pepOG fluorescence polarization; 20S core pre-blocked with epoxomicin; calls only at 20 µM; O00487; 360,000 compounds, 0.59% hits;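 active means inhibition at 20 µM, scaled to each plate's controls, above about 33%, limit read from the data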
MsrA inh = inhibitors of bovine MsrA. purified bovine MsrA, absorbance read-out. inhibition, % at 15.5 µM. 360,000 compounds, 0.75% hits; in the data active means inhibition above about 4.5%;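 further: 0% = vehicle wells with enzyme and 100% = reference inhibitor wells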
MT1-MMP act inh = inhibitors of human MT1-MMP activation; P50281; HT1080 RFP-PRO-GFP cells, GFP/RFP ratio fluorescence, overnight; percent of plate control window, DMSO zero; GFP/RFP ratio change, % at 20 µM; 360,000 compounds, 0.061% hits; AID 651647;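 active means GFP/RFP ratio change of at least 30% with cell ATP level not reduced by more than half and red fluorescence within 50% of control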; further: strong numbers were not always called active
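Assay system: HT1080 RFP-PRO-GFP cells. Benchmarks: DMSO vehicle wells and RFP-L50D-GFP reporter cell wells. Times: overnight cell settling, then overnight compound exposure, 37 °C, 5% CO2. Compound: 20 µM single dose, 1% DMSO. Read-out basis: GFP/RFP fluorescence ratio.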
Rin1 Abl inh = inhibitors of human Rin1-Abl protein interaction | P00519+Q13671 | TR-FRET Rin1/Abl binding, biochemical | inhibition, % at 7.35 µM | 360,000 compounds, 0.4% hits | AID 588664; in the data active means inhibition above about 5%, passing the limit was not always enough
Numbers without * were called inactive; i = inactive; nt = no result given.

SMILES | PABP1 MLLE inh | FAS TE block | eLon inh | MsrA act | CSN inh | Rpn11 inh | MsrA inh | MT1-MMP act inh | Rin1 Abl inh
OC(c1ccccn1)(c1ccccn1)c1ccccn1 | -3 | -12 | -2 | -2 | 0 | i | 0.7 | 8 | -6
COc1ccc(C2(C)NC(=O)N(Cc3cc(Cl)cc4c3OCOC4)C2=O)cc1OC (stereo not given) | -12 | 6 | -5 | -2 | -1 | i | -0.8 | -2 | 3
CCOC(=O)c1sc(NC(=O)CC)nc1C | 5 | 7 | -6 | -2 | -6 | i | -1.1 | -3 | 0
Oc1ccc(Oc2ccc3c(C(F)(F)F)cc(C(F)(F)F)nc3n2)cc1 | -5 | 1 | 1 | 0 | -5 | i | -0.5 | -6 | 1
O=C(Nc1ccc(S(=O)(=O)N2CCOCC2)cc1)c1ccccc1Br | -4 | 1 | -3 | -1 | -3 | i | -0.9 | 1 | 1
C/C(=N\NC(=O)c1nn(C)c(C)c1Br)c1ccc(NC(=O)C2CCCC2)cc1 | 6 | -6 | -6 | -3 | 5 | i | 0.6 | -1 | 1
CC1=C(C(=O)Nc2ccccc2)C(c2cccnc2)n2nc(-c3cccnc3)nc2N1 (stereo not given) | -5 | -6 | -10 | -1 | -1 | i | -0.9 | 1 | -3
CN(C)c1ccc(CC(=O)N2CCCC(c3cc(C(=O)Nc4ccc(C(C)(C)C)cc4)no3)C2)cc1 (stereo not given) | -6 | 9 | -2 | -4 | 2 | i | -1.6 | 17 | 2
CCCCn1c(N)c(N(CC(C)C)C(=O)CC2CCCC2)c(=O)[nH]c1=O | -7 | -5 | -3 | -1 | -7 | i | -1.3 | -1 | 0
COc1cc2c(cc1OC)C(c1ccccc1N)=NCC2 | 12 | -6 | -2 | -7 | 0 | i | -0.4 | 8 | -6
COC(=O)CCC(=O)OC1(C)C(=O)C2=CN(C3CCCC3)C(c3ccc(OC)cc3)=CC2=C(Br)C1=O (stereo not given) | -3 | -8 | 0 | -4 | -2 | i | 3.5 | 17 | 4
CC(=O)NC(Cc1ccc(C(C)C)cc1)C(=O)NC1CCN(C(=O)c2cccc(C)c2)CC1 (stereo not given) | -3 | -10 | 7 | -6 | -1 | i | -0.4 | -1 | 4
CCCCc1ccc(NC(=S)NCc2cccnc2)cc1 | -53 | 2 | -7 | -2 | -2 | i | -0.5 | 0 | 1
Cc1cc(=O)c(C(=O)O)nn1-c1ccccc1C(F)(F)F | 1 | -7 | 8 | -1 | -2 | i | -2.4 | 3 | 1
O=C(NNS(=O)(=O)c1ccc(Cl)cc1Cl)c1cc2ncc(C(F)(F)F)cc2s1 | 17 | 12 | 1 | -5 | 2 | i | -0.1 | -1 | -3
C/C(CCc1ccco1)=N/NC(=O)CCC(=O)Nc1cccc(Cl)c1 | -8 | 0 | -6 | -4 | 2 | i | -0.8 | 0 | -1
CN(C)S(=O)(=O)c1cccc(NC(=O)CN2C(=O)C3C4C=CC(C4)C3C2=O)c1 (stereo not given) | -4 | -8 | -12 | -4 | -8 | i | 0.0 | 2 | 0
CCOC(=O)C1CCCCN1Cc1cc(OC)ccc1OC (stereo not given) | 6 | -9 | 1 | -1 | 0 | i | -0.4 | 0 | 1
COc1ccc(/C=N/NC(=O)c2cccnc2)c2ccccc12 | -1 | 0 | 9 | -4 | -2 | i | 4.1 | 2 | -4
O=C1NCCCC1C(=O)N/N=C/c1ccc(Cl)cc1 (stereo not given) | -8 | -3 | -2 | 1 | -3 | i | -1.2 | -2 | -1
CCC(C)(C)NC(=O)C(c1ccccc1F)N(Cc1ccco1)C(=O)Cn1nnc2ccccc21 (stereo not given) | 1 | 2 | 12 | 2 | 3 | i | -0.2 | 1 | -5
CN1CCN(C(=O)c2ccccc2-c2nc(-c3ccccc3)no2)CC1 | 3 | -3 | -10 | -6 | 1 | i | 0.1 | -1 | -1
Cc1ccc(C(C2=C(O)CC(C)(C)CC2=O)C2C(=O)CC(C)(C)CC2=O)o1 (stereo not given) | 15 | -6 | 0 | -2 | 1 | i | 1.5 | 1 | 1
CC(=O)c1cccc(OCc2cc(C(=O)N(C)CCc3cnn(C)c3)no2)c1 | 10 | -8 | 3 | -8 | 3 | i | -0.7 | 0 | -2
CCOC(=O)c1ccc(NC(=O)CSc2nc(C)nc3c2c(=O)n(C)c(=O)n3C)cc1 | -3 | 23 | -1 | -1 | -4 | i | -0.9 | 0 | -1
Further records
SMILES | PABP1 MLLE inh | FAS TE block | eLon inh | MsrA act | CSN inh | Rpn11 inh | MsrA inh | MT1-MMP act inh | Rin1 Abl inh
COc1ccc(NS(=O)(=O)c2ccc(OC)c(NC(=O)CCC3CCCCC3)c2)cc1 | 9 | 24 | 3 | -2 | -5 | i | -0.3 | -6 | 0
Cc1ccccc1OCC(=O)N1N=C(c2cccnc2)CC1(O)C(F)(F)F (stereo not given) | -5 | -5 | -5 | -3 | -6 | i | 0.4 | 5 | 5
COC(=O)c1ccc(NC(=S)NCCCN2CCCC2=O)cc1 | 10 | -1 | -3 | 0 | -3 | i | 1.2 | 1 | 2
CC(=O)Nc1ccc(C2=NOC(C)(C)C(=O)N2Cc2cccc(C#N)c2)cc1 | 4 | -5 | -3 | -2 | -2 | i | -0.7 | 3 | 4
CCc1ccc(C(=O)C(C)OC(=O)CNS(=O)(=O)c2ccc(C)cc2)cc1 (stereo not given) | 8 | 3 | 7 | -3 | 5 | i | -0.7 | 6 | -1
COc1ccc(C(C)(C)C)cc1NC(=O)CCCN1C(=O)CN(C)C1=O | -20 | -6 | -9 | -7 | 0 | i | 0.0 | 1 | 0
O=C1c2ccccc2S(=O)(=O)N1Cc1ccccc1[N+](=O)[O-] | -5 | 9 | -11 | -2 | 4 | i | -0.2 | 0 | 3
Cc1ccc(-n2c(SCC(=O)NCc3ccco3)nc3c(sc4ccccc43)c2=O)cc1 | -2 | 21 | -2 | -6 | -2 | i | 1.7 | 1 | -5
COc1ccc(S(=O)(=O)N2CCN(Cc3ccc(OC)c(OC)c3)CC2)cc1 | -6 | 6 | -10 | -8 | 0 | i | -0.6 | 9 | 2
Cc1cccc(CS(=O)(=O)Cc2ccc(C(=O)NC3CCCC3)o2)c1 | -9 | -3 | -4 | -6 | 1 | i | 0.5 | 1 | -1
COc1ccccc1CCNC(=O)c1ccc2nc[nH]c2c1 | -1 | -6 | -9 | -1 | -4 | i | -0.4 | 2 | 0
NC(=O)C1CCCN(Cc2ccc(Cl)cc2)C1 (stereo not given) | 10 | -6 | 2 | -4 | 0 | i | -0.5 | 0 | -1
CCOCCn1cnc2sc(C(=O)NCCCN3CCOCC3)c(C)c2c1=O | -11 | -7 | 1 | -2 | -1 | i | 0.0 | -2 | -1
COc1cccc(C(C(=O)NCC2CCCO2)N(C(=O)Cn2nnc3ccccc32)c2ccc(NC(C)=O)cc2)c1OC (stereo not given) | 0 | -3 | 0 | -4 | 5 | i | -0.5 | -5 | 2
N/C(=N\N=C\c1ccco1)SC1CC(=O)N(c2ccc(C(=O)O)cc2)C1=O (stereo not given) | -7 | -10 | -2 | -10 | -1 | i | 4.2 | 2 | 1
CCOC(=O)N1CCN(C(=O)CSc2nnc(-c3c[nH]c4ccccc34)n2CCOC)CC1 | -7 | -4 | 2 | -3 | -4 | i | -0.9 | 7 | 2
O=C(NC1CCCC1)c1ccc2c(c1)N(Cc1ccccc1)CCS2 | -4 | 13 | 1 | -10 | 2 | i | -0.5 | 4 | -10
Cn1c(-c2cccc(OCc3ccccc3)c2)nc2c1c(=O)[nH]c(=O)n2Cc1ccccc1 | 2 | 4 | 5 | 0 | -1 | i | -0.8 | 1 | -3
CCOC(=O)[C@]12CCC=C1N(Cc1ccccc1)C(=O)[C@H](CC(=O)NCCCCc1ccccc1)C2 | nt | 11 | -3 | 1 | -4 | nt | -1.3 | 4 | nt
Clc1ccc(-c2nnc(-c3ccc(Br)o3)o2)c(Cl)c1 | 2 | 6 | -8 | -1 | 2 | i | 1.9 | -2 | 1
COCCN(C(=O)c1ccc(N2CCCC2=O)cc1)c1c(N)n(CC(C)C)c(=O)[nH]c1=O | 9 | -6 | -1 | -6 | 1 | i | -1.3 | 1 | 1
O=C(CSc1nnnn1C1CCCC1)N1CCCCC1 | 1 | -2 | -4 | -2 | -2 | i | 1.0 | 0 | -2
CC(C)(C)OC(=O)N1CCN(c2ccc(CNC(=O)c3ccc(Cl)cc3)cc2)CC1 | -7 | 12 | 7 | -2 | 4 | i | -0.5 | 4 | -2
O=C(c1ccc2c(c1)OCO2)N1CCOCC1 | 3 | -11 | 4 | -1 | -2 | i | -0.4 | 3 | -3
CC(=O)Nc1ccc2nc(-c3cccnc3)[nH]c2c1 | -2 | -4 | 3 | -2 | 2 | i | 2.2 | 0 | 3
Remaining list, next part.
SMILES | PABP1 MLLE inh | FAS TE block | eLon inh | MsrA act | CSN inh | Rpn11 inh | MsrA inh | MT1-MMP act inh | Rin1 Abl inh
COc1ccc(/C=C2\CC/C(=C\c3ccc(OC)cc3OC)C2=O)c(OC)c1 | -129 | 15 | -124 | -7 | 79 | nt | 1.3 | -137 | 0
CCOC(=O)c1ccc(-c2ccc3ncnc(NCc4csc(C)n4)c3c2)o1 | 11 | 2 | -2 | -6 | -1 | i | 1.4 | 4 | -5
CCc1ccccc1NCC(=O)Nc1ccccc1C(=O)OC | 2 | 25 | -8 | 2 | -4 | i | 0.1 | -1 | 1
O=[N+]([O-])c1ccc(C=NNc2ccc(S(=O)(=O)O)cc2)cc1 | -28 | 4 | -28 | -2 | 4 | i | 2.1 | 6 | -2
CSc1nsc(SCC(=O)Nc2nc3ccc(C)cc3s2)n1 | 9 | -2 | -5 | -7 | 2 | i | 1.2 | 2 | -3
O=C(NCc1ccccc1Cl)c1ccc(S(=O)(=O)N2CCCC2)cc1 | 4 | 3 | 8 | 0 | -4 | i | -0.1 | 7 | -1

Compound activity (PubChem)
